LANA DNA inh = inhibitors of KSHV C-LANA binding to DNA, primary screen, biochemical, fluorescence polarization, FAM-LBS DNA, MBP-C-LANA, single point | hit rate 0.078% among 340,000 | AID 504423, 2011 | Kaposi's sarcoma herpesvirus LANA C-terminal domain (residues 932-1162) DNA binding | inhibition, % at 9 µM;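 active = highest replicate inhibition at or above 60% at 9 µM, even if other replicates fall short; inactive = all replicates below 60% inhibition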;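 also: 0% = neutral control wells and 100% = 4 µM acridine orange control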
NSD2 inh = NSD2 histone methyltransferase inhibitors, primary screen, biochemical, AlphaScreen, single concentration, set 2; Histone-lysine N-methyltransferase NSD2 (Homo sapiens), O96028; hit rate 0.54% among 310,000; NSD2 peptide methylation, 120 min; inhibition, % at 12.5 µM; in the data active = inhibition above about 50%
PvdQ inh = P. aeruginosa PvdQ acylase inhibitors, primary screen, biochemical, fluorescence, plate reader and imaging, single point | purified PvdQ acylase | inhibition, % at 10 µM | hit rate 0.063% among 340,000 | AID 488965, 2010; in the data active = inhibition above about 30%, passing the limit was not always enough;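 also: 0% = vehicle neutral wells and 100% = reference inhibitor wells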
PKA-R2B activ = activators of PKA-R2B holoenzyme, primary screen, biochemical, fluorescence polarization, Cy5-IP20, human; activation, % at 11.4 µM; AID 504700, 2011; PKA-R2B holoenzyme dissociation; R2B truncated from residue 108, S112A mutant; 0% DMSO only, 100% 113 µM cGMP; hit rate 0.079% among 340,000;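 active = activation above a cutoff set at the mean over all compounds plus 3 SD, cut at about 18% in these data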;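 also: higher means more holoenzyme dissociation and a rise in polarization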
Target sequence (P31323 whole entry, looked up, other chains not shown, the tested form may be a part): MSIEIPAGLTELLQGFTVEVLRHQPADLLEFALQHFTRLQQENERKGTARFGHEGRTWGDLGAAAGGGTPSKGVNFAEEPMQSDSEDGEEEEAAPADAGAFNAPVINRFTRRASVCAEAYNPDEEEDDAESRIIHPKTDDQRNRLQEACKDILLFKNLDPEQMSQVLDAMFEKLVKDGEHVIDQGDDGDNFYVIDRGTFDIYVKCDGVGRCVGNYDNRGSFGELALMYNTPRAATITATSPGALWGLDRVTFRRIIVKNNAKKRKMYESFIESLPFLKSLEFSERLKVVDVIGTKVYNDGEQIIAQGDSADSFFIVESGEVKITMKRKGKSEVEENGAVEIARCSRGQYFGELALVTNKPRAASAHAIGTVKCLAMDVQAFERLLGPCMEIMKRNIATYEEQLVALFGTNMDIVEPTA
SR-BI DiI inh = inhibitors of SR-BI mediated HDL lipid uptake, primary screen, ldlA[mSR-BI] cells, fluorescence, single point. Scavenger receptor class B member 1 (Mus musculus), Q61009. ldlA[mSR-BI] CHO cells, DiI-HDL uptake fluorescence, 3 h. inhibition, % at 12.5 µM. hit rate 0.96% among 320,000;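 active = mean replicate inhibition of at least 70% and a set share of replicates each scoring 70 or more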;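 also: 0% = median of neutral control wells and 100% = median of positive control wells; values of inactives mirror those of a sister screen read the other way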
Keap1-Nrf2 PPI = Keap1-Nrf2 protein-protein interaction inhibitors, primary screen, biochemical, fluorescence polarization, single point; Kelch-like ECH-associated protein 1 (Homo sapiens), Q14145; inhibition, % at 9.4 µM; Keap1 Kelch-Nrf2 peptide fluorescence polarization, 1536-well; hit rate 0.15% among 340,000; AID 504523, 2011; in the data active = inhibition above about 12%;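 also: human Keap1 Kelch domain with fluorescein labeled Nrf2 9mer peptide probe; 0% = neutral control wells and 100% = peptide positive control; higher means more block of Keap1 binding to Nrf2 peptide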
Target sequence (Q14145 whole entry, looked up, the tested form may be a part): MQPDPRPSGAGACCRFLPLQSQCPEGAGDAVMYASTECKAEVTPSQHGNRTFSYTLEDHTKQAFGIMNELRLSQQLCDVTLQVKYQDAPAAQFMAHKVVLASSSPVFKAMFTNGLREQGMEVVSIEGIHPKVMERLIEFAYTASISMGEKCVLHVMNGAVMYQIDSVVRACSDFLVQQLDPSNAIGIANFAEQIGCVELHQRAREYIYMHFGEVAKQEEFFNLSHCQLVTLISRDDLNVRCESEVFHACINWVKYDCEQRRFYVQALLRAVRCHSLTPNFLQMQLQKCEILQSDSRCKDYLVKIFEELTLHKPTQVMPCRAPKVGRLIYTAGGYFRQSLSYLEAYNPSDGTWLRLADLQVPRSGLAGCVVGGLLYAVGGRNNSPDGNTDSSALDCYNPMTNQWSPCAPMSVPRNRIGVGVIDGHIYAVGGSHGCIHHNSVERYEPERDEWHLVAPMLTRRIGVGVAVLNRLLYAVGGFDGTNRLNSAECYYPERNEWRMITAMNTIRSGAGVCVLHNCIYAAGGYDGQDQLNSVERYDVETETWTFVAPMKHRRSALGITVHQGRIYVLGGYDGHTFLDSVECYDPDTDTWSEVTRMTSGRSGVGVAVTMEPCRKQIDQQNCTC
DAGLB inhibitor = DAGLB lipase inhibitors, primary screen, biochemical, fluorescence, HTS | Diacylglycerol lipase-beta (Homo sapiens), Q8NCG7 | HEK293T DAGLB membrane lysate, EnzChek fluorogenic substrate | inhibition, % at 5.17 µM | hit rate 0.059% among 340,000 | AID 504411, 2011; in the data active = inhibition above about 34%;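 also: 0% = enzyme with vehicle and 100% = wells lacking enzyme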
Arrestin-AP2 inh = inhibitors of beta-arrestin/AP2 binding, primary screen, biochemical, GPCR trafficking, flow cytometry | FITC-arrestin peptide / GST-AP2 beads; AP2 beta2 appendage carries R879A mutation | inhibition, % at 10 µM | hit rate 0.31% among 340,000 | AID 504490, 2011;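 active = inhibition above a set limit, near 3 SD of compounds lacking own fluorescence, cut at about 54% in these data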;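 also: plate controls were DMSO wells for no effect and 5 µM unlabelled arrestin peptide for full effect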
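Test system: GST-tagged AP2 beta2-adaptin appendage (R879A) on 4 µm glutathione beads; also added: fluorescein-tagged arrestin peptide at 50 nM final; timing: 12 min plus 1 h, RT; signal: flow cytometry, FL1 (488/535 nm); read-out: percent drop in bead-associated FITC signal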
SR-BI DiI-HDL act = activators of SR-BI mediated DiI-HDL uptake, primary screen, ldlA[mSR-BI] CHO cells, DiI fluorescence; AID 504775, 2011; 3 h; 100 = double the neutral-control signal; hit rate 0.096% among 320,000; activation, % at 12.5 µM;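 active = mean replicate activation of at least 60% and every replicate at or above 60%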;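 also: 0% = median plate neutral-control signal and 100% = twice that signal; values of inactives mirror those of a sister screen read the other way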
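Test system: SR-BI-overexpressing, LDLR-lacking CHO cells; Also added: labelled HDL, 10 µg/mL; Measured by: bottom-read cell fluorescence after medium removal, ex 550/em 595 nm; Timing: 3 h uptake period with compound, 37 °C; Buffer or medium: F12, 0.5% BSA, 25 mM HEPES; Doses: single compound concentration, delivered by pin transfer.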
Cardiac RTF inh = cardiac RTF calcium sensitivity inhibitors, primary screen, biochemical, IANBD-TnC fluorescence, EC70 calcium | IANBD-labeled cardiac RTF, Ca2+ fluorescence | AID 493244, 2011 | Troponin I, cardiac muscle (Homo sapiens) + Troponin T, cardiac muscle (Homo sapiens) + … | hit rate 0.12% among 340,000 | inhibition, % at 7.15 µM;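 active = inhibition above the mean inhibition of all tested compounds plus 3 SD, cut at about 17% in these data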;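 also: assay run at fixed EC70 calcium of 1.6 mM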
Numbers without * were called inactive; / = no result given. Rows are unselected; about 2.1% have a hit in one of these screens.

SMILES	LANA DNA inh	NSD2 inh	PvdQ inh	PKA-R2B activ	SR-BI DiI inh	Keap1-Nrf2 PPI	DAGLB inhibitor	Arrestin-AP2 inh	SR-BI DiI-HDL act	Cardiac RTF inh
C[C@H](CO)N1C[C@H](C)[C@@H](CN(C)CC2CC2)Oc2c(NS(=O)(=O)c3ccccc3)cccc2C1=O	2.8	/	-13.3	-13.0	-15.7	-7.2	-1.3	-6.5	15.7	-8.2
CC(CC(=O)Nc1cc(C(F)(F)F)ccc1Cl)c1ccccc1 (centres undefined)	-1.2	-4.4	-0.7	-3.7	24.7	1.7	-6.8	27.1	-24.7	-5.5
Cc1n[nH]c(C)c1CCC(=O)N/N=C/c1c(C)[nH]c2ccccc12	1.5	1.9	14.6	-2.2	-2.1	2.4	0.9	7.4	2.1	0.1
COc1ccc(-n2cccc2/C=C2/NC(=O)N(c3cccc(Cl)c3)C2=O)cc1	2.3	0.2	7.1	-11.2	-19.6	-1.7	-0.4	17.7	19.6	2.6
Cc1noc(C)c1C(=O)OCC(=O)Nc1ccc(N2CCOCC2)cc1	0.4	-0.2	5.6	-4.1	-2.2	-6.7	-0.5	6.2	2.2	0.1
COc1cc(CN2CCN(S(=O)(=O)c3ccccc3)CC2)cc(OC)c1OC	-0.4	0.7	1.4	1.1	-0.9	-3.0	-2.5	44.8	0.9	2.4
Cc1ccc(-c2nnn(CC(=O)N(CC3CCCO3)C(C(=O)NC(C)(C)C)c3ccc(F)cc3)n2)o1 (centres undefined)	0.1	1.3	-12.1	-0.8	-13.2	-8.1	-0.3	10.0	13.2	-4.2
O=c1c(Cl)c(N/N=C/c2ccc(Br)cc2)cnn1-c1ccccc1	-2.7	0.2	0.6	1.5	17.9	-1.5	0.0	26.1	-17.9	7.5
Fc1ccc(C(Nc2ccccn2)c2c[nH]c3ccccc23)cc1 (centres undefined)	-0.5	6.3	-12.9	-6.5	-4.6	-11.0	-0.7	-6.5	4.6	3.4
COc1ccccc1C(=O)NCCC(=O)Nc1ccc(S(=O)(=O)Nc2ncccn2)cc1	-1.0	2.7	-9.1	-1.3	-4.0	-2.7	-2.6	-7.4	4.0	-1.0
O=C(COc1ccc(Cl)cc1)NCc1nnc(SCC(=O)N2CCCC2)o1	1.2	-2.2	-15.0	-6.2	6.9	-6.4	-0.7	4.3	-6.8	-30.2
Cc1ccc(S(=O)(=O)N2CCN(C(=O)CN3CCN(C)CC3)C2)cc1	0.2	1.1	12.4	5.7	-12.7	1.5	0.8	16.2	12.7	-3.4
CC12CC3CC1C(C(=O)O2)C3C(=O)O (centres undefined)	4.1	-2.5	5.5	-7.8	1.9	0.7	-4.3	-0.1	-1.9	-4.1
CCCN1CCN(C(=O)Cn2nc(CC)n3c(cc4sccc43)c2=O)CC1	-0.6	/	9.5	-0.6	4.1	-5.5	-0.9	4.2	-4.1	-6.1
CCN(CC)C(=S)NCCc1ccccc1	0.6	-1.5	-1.7	10.8	-15.2	3.5	0.4	-20.2	15.2	1.3
COc1cccc(OC)c1C(=O)Nc1cccc(C(=O)Nc2cccc(C(=O)O)c2)c1	1.1	-5.2	-16.7	-7.5	-7.6	-2.4	-1.8	-7.8	7.6	-10.8
Cc1cccc(N(CC(=O)NC2CCCCC2)C(=O)c2c(C)noc2C)c1	-0.8	0.8	-10.6	0.4	-18.2	-3.9	1.1	16.1	18.2	-4.6
Cc1ccc(-c2nnc(N3CCCCC3)c3ccccc23)cc1S(=O)(=O)N1CCN(C)CC1	-2.5	13.8	-7.3	8.1	/	-4.2	0.2	6.6	/	4.1
COc1cc(NC(=O)c2cccs2)c(C(=O)OCC(=O)c2cc(C)n(-c3ccc(F)cc3)c2C)cc1OC	-1.3	-0.3	-16.0	1.9	-2.9	-0.7	-2.0	-1.1	2.9	7.7
CC(=O)Nc1cccc2c1C(=O)N(c1ccccc1C)C2=O	-0.2	8.8	-15.1	6.9	11.4	-6.4	-0.1	-16.3	-11.4	0.9
O=C(O)c1cccc(Nc2ccnc(Nc3cccc(C(=O)O)c3)n2)c1	1.3	1.6	3.2	6.0	7.4	0.2	-1.8	22.8	-7.4	3.1
CCN1C(=O)CC(N2CCN(CC(=O)NC(C)C)CC2)C1=O (centres undefined)	0.4	-2.4	-9.4	-6.2	-5.4	-2.0	3.2	1.2	5.4	-0.4
Cc1ccc(Cl)cc1N1CCN(C(=O)c2ccc(CS(=O)Cc3ccc(Cl)cc3)o2)CC1 (centres undefined)	-0.6	0.7	-10.9	1.4	14.2	-2.9	-1.0	4.1	-14.2	-2.5
CC(C)Oc1ccccc1C1NC(=O)CCC1[N+](=O)[O-] (centres undefined)	2.2	-1.3	10.8	-10.3	-23.7	-1.2	-1.3	26.7	23.7	-6.7
Cc1ccc(N(CCC#N)C(=O)COC(=O)C2CCN(S(=O)(=O)c3ccc4c(c3)OCCO4)CC2)cc1	0.0	-3.7	0.5	-2.8	13.3	-1.6	-0.2	-1.1	-13.4	-2.5

Part of the list above in order of molar mass, smallest number first.
SMILES	LANA DNA inh	NSD2 inh	PvdQ inh	PKA-R2B activ	SR-BI DiI inh	Keap1-Nrf2 PPI	DAGLB inhibitor	Arrestin-AP2 inh	SR-BI DiI-HDL act	Cardiac RTF inh
CC(CC(=O)Nc1cc(C(F)(F)F)ccc1Cl)c1ccccc1 (centres undefined)	-1.2	-4.4	-0.7	-3.7	24.7	1.7	-6.8	27.1	-24.7	-5.5
CCCN1CCN(C(=O)Cn2nc(CC)n3c(cc4sccc43)c2=O)CC1	-0.6	/	9.5	-0.6	4.1	-5.5	-0.9	4.2	-4.1	-6.1
O=C(COc1ccc(Cl)cc1)NCc1nnc(SCC(=O)N2CCCC2)o1	1.2	-2.2	-15.0	-6.2	6.9	-6.4	-0.7	4.3	-6.8	-30.2

Next entries follow.
SMILES	LANA DNA inh	NSD2 inh	PvdQ inh	PKA-R2B activ	SR-BI DiI inh	Keap1-Nrf2 PPI	DAGLB inhibitor	Arrestin-AP2 inh	SR-BI DiI-HDL act	Cardiac RTF inh
Cc1cccc(NC(=O)Nc2cnccn2)c1C	1.0	-2.5	-2.0	11.4	-17.5	2.6	-0.1	-4.7	17.5	2.7
Cc1ccc(Sc2cnccc2C#N)cc1	-1.2	-0.4	-4.7	-7.2	-1.0	-1.1	-4.9	13.2	1.0	-14.2
O=C(NCc1ccccc1CN1CCCC1)c1cccc(S(=O)(=O)N2CCOCC2)c1	-1.2	0.9	-7.3	7.0	-33.4	1.0	-1.5	4.9	33.4	-2.3
Cc1cc(C)c2c(-n3cccc3)c(NC(=O)OCc3ccccc3)sc2n1	0.2	-1.0	4.1	-9.4	45.0	-2.0	-6.0	8.6	-45.0	2.1
Clc1ccc(N/N=C/c2cccs2)nn1	-3.7	2.9	-4.5	-1.0	3.4	-2.5	4.6	20.7	-3.4	-16.7
CC(C)[C@H](NC(=O)Nc1cccc(Br)c1)C(=O)O	-1.2	-1.2	-3.2	1.6	-9.1	-5.2	1.2	-7.2	9.1	-9.8
CC(=O)Nc1ccc(S(=O)(=O)N2CCC(c3nc4ccc(C)cc4[nH]3)CC2)cc1	-0.4	4.2	-7.7	4.4	9.4	0.0	-0.3	-3.7	-9.4	-6.2
NS(=O)(=O)c1ccc(N/N=C/c2ccc(O)cc2O)c([N+](=O)[O-])c1	-1.8	18.0	20.3	6.1	30.4	-1.3	26.1	44.3	-30.4	3.2
CC(C)CCn1c(=O)[nH]c2ccccc21	-1.0	-6.0	-24.7	-1.8	-32.7	-4.0	2.7	-8.5	32.7	-21.5
CCc1c(C)nc2c(C#N)c[nH]n2c1=O	-1.2	0.7	-14.5	0.8	-3.9	-0.8	0.2	-1.4	3.9	-1.9
COc1cc(C#Cc2ccc3cc(CCCO)oc(=O)c3c2)cc(OC)c1	0.6	/	-5.4	-10.1	58.2	-2.2	-0.6	0.4	-58.2	4.9
CC1CCN(C(C)C(=O)Nc2ccccc2-c2ccccc2)CC1 (centres undefined)	-2.4	-29.1	-7.8	-2.1	-5.1	-1.0	-11.3	-9.5	5.1	-8.5
O=C(Nc1cccnc1)C1CCCN(S(=O)(=O)c2ccccc2)C1 (centres undefined)	-0.4	0.8	-1.4	-2.5	-35.9	-8.3	1.8	-4.5	35.9	2.3
COCCn1c(=O)[nH]c2cc(C(=O)NCCc3ccc(S(N)(=O)=O)cc3)ccc2c1=O	0.2	0.7	-17.3	-6.4	-13.6	1.1	-0.6	-14.7	13.6	4.3
COC(=O)Nc1nc2c(s1)CCCC2	-1.4	-2.7	-13.0	2.0	-7.4	2.0	-1.3	-7.5	7.4	-8.5
O=C(CSc1nnc(-c2ccccc2)c(-c2ccccc2)n1)Nc1ccc(Br)cn1	0.5	0.1	2.6	-2.6	-9.7	-0.7	-6.9	42.1	9.7	-6.4
COC(=O)c1cc(-c2ccccc2)n(CCN)c1C	1.1	/	-19.6	-1.6	-12.7	-1.0	0.1	3.5	12.7	-10.3
CCc1ccc(C(=O)NCc2cnn(C)c2)s1	/	-2.4	-16.2	2.3	-2.5	/	1.0	3.8	2.5	0.5
CCCCOC(=O)Nc1nccs1	-0.1	-1.8	-5.5	-5.3	-15.3	-0.4	2.8	12.1	15.3	5.2
COc1ccc(-n2nnnc2SCC(=O)N2C(C)CCCC2C)c(OC)c1 (centres undefined)	0.9	-3.8	-26.0	-2.5	-6.0	-6.4	-0.3	-47.7	6.0	-9.2
O=C(Nc1cc(S(=O)(=O)Nc2ccccc2Cl)ccc1O)c1cc2c(s1)CCCC2	-1.0	-1.6	-14.4	-10.3	/	-3.9	1.1	0.4	/	-9.7
CCN(CC(=O)Nc1ccc(N2CCOCC2)cc1)C(=O)COc1ccccc1OC	-0.3	0.3	-9.4	-8.8	-6.6	-3.6	-1.1	6.4	6.6	-7.3
CC1Sc2ccc(C(=O)Nc3ccccc3OC(F)F)cc2NC1=O (centres undefined)	-0.7	-2.1	-9.4	-1.4	9.7	-0.3	1.2	-20.6	-9.7	0.2
O=C(/C(=C/O)N=Nc1ccccc1)c1ccco1	1.0	6.8	-11.8	-11.4	4.3	-6.6	2.3	-0.9	-4.3	2.3

Screening results: PubChem, several laboratories
